Vif-A3G inh = blocks the Vif interaction with human APOBEC3G; Q9HC16; HeLa A3G-eYFP + Vif (tagged APOBEC3G with the HIV-1 protein that degrades it), YFP fluorescence, overnight; Potency, µM (top dose mostly 46.1 µM), inactives show at the top dose activity, negative = active, most hits filed as inhibitors; 410,000 compounds, 0.076% hits; AID 602310;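 further: potency means the concentration at half of the fitted maximal effect; on the % scale 0 is the no-effect control and ±100 the full control effect; nearly all actives have a fitted effect of over 60% in size; hits raise eYFP signal because A3G escapes Vif-driven loss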
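Read-out is eYFP fluorescence (Ex 488/Em 500-530) from Vif-expressing HeLa A3G-eYFP cells; more signal means A3G escaped Vif-mediated degradation. Cells plated overnight, compound pinned in, incubated overnight at 37 deg C.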
TrxR1 substrate = rat thioredoxin reductase 1 substrate activity | O89049 | Potency, µM (doses to about 114 µM), inactives show at the top dose activity change, negative = substrate turnover | purified TrxR1 substrate turnover, NADPH consumption readout | 390,000 compounds, 0.01% hits; further: potency means the concentration at half of the fitted maximal effect; on the % scale 0 is the no-effect control and ±100 the full control effect; nearly all actives have a fitted effect of over 50% in size
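Rat TrxR1, dispensed at 90 nM, was prereduced with 400 uM NADPH (final) for 5 min at ~22 deg C, then incubated with compound 15 min before 400 uM selenite. A first-read NADPH fluorescence drop versus no-compound background flagged substrates.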
mIDH1 inhibitor = human IDH1 R132H inhibition; O75874; IDH1-R132H enzyme, NADPH consumption, diaphorase/resazurin fluorescence; Potency, µM (series often up to 76.6 µM), without a hit: at the highest dose activity change, negative = inhibition, most hits filed as inhibitors; 390,000 compounds, 0.093% hits; AID 602179; further: potency means the concentration at half of the fitted maximal effect; on the % scale 0 is the no-effect control and ±100 the full control effect; nearly all actives have a fitted effect of over 65% in size
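IDH1-R132H (0.5 ug/mL) preincubated 30 min with compound, then NADPH (0.016 mM) and alpha-KG (2 mM) added; 80 min at RT, pH 7.5. Remaining NADPH coupled via diaphorase/resazurin to fluorescence (540/590 nm); concentration-response curves normalized to no-enzyme control.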
LDHA block = inhibitors of human lactate dehydrogenase A; P00338; purified LDHA, NADH/diaphorase-resazurin fluorescence; hits give low values; activity change, % (values are at about 110 or 230 µM); 480,000 compounds, 0.15% hits; AID 1347041; in the data active means activity change below about -30%; inconclusive means mostly about -25% to -30%;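 further: plate controls were DMSO wells for no effect and wells without enzyme for full effect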
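Remaining NADH was detected by diaphorase (0.133 mg/mL) converting 37 µM resazurin to fluorescent resorufin, read at 0 and 20 minutes. The preceding 5-minute room-temperature reaction used 2 nM LDHA, 0.2 mM sodium pyruvate and 0.06 mM NADH at pH 7.4.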
GRP78 ERSR act = induces the endoplasmic reticulum stress response in human glioma cells | 420,000 compounds, 0.02% hits | U87-MG GRP78 promoter luciferase reporter, 16 h | Potency, µM, for the others: at the highest dose activation, actives largely listed as activators | AID 602332; further: potency means the concentration at half of the fitted maximal effect; series mostly up to about 76 µM; % of control where 0% means no effect; nearly all actives have a fitted effect of over 35% in size
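Stably transfected U87-MG glioma cells carrying a GRP78-based luciferase sensor; 16 h compound incubation. Luminescence end-point read 10 min after Bright-Glo addition at room temperature.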
TrxR1 inh = rat TrxR1 inhibition. O89049. recombinant rTrxR1, NADPH fluorescence consumption, selenite substrate. Potency, µM (top dose mostly 114 µM), for the others: top-dose activity change, negative = inhibition, actives largely listed as inhibitors. 390,000 compounds, 1% hits. AID 588453; further: potency means the concentration at half of the fitted maximal effect; on the % scale 0 is the no-effect control and ±100 the full control effect; nearly all actives have a fitted effect of over 65% in size
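Rat TrxR1 (90 nM in the dispensed reagent) was pre-reduced with 400 uM NADPH for 5 min at room temperature, then incubated with compound for 15 min. After 400 uM selenite was added, NADPH fluorescence (Ex 340/Em 450 nm) was followed for 8 min.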
USP1-UAF1 inh = inhibitors of human USP1/UAF1 deubiquitinase | 390,000 compounds, 0.23% hits | recombinant USP1/UAF1, Ub-Rhodamine cleavage fluorescence | Potency, µM (titrated, usually from 57.1 µM), for the others: at the highest dose activity change, negative = inhibition, usual class: inhibitors; further: potency means the concentration at half of the fitted maximal effect; on the % scale 0 is the no-effect control and ±100 the full control effect; nearly all actives have a fitted effect of over 60% in size; inactives centre near -12
Target sequence (O94782 whole entry, looked up): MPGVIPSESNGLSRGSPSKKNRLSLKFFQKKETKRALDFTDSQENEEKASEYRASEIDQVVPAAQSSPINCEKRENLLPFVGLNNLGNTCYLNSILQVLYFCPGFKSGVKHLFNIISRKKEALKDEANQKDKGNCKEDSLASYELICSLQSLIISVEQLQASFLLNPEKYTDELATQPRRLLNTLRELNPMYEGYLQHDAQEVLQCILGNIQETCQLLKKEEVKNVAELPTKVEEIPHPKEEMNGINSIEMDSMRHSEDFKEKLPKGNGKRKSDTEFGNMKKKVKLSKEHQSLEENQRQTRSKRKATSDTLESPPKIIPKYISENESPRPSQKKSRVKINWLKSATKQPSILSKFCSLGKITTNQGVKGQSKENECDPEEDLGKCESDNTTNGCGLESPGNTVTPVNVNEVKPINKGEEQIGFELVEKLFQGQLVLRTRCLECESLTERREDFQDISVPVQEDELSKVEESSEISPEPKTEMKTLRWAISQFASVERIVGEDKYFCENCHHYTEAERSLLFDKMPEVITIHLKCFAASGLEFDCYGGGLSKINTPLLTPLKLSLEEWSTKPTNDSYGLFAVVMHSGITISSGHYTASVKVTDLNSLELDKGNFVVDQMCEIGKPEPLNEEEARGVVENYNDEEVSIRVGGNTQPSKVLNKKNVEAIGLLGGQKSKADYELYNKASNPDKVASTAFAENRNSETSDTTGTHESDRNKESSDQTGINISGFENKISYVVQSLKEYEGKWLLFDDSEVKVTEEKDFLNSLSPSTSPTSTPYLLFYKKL
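1 nM enzyme complex + cpd, 15 min RT; start with Ub-Rho 150nM final; kinetic fluorescence ex 480/em 540, 6 reads q60 s. Buffer 50mM HEPES pH 7.8, 0.5mM EDTA, 0.1 mg/ml BSA, 1mM TCEP, 0.01% Tween-20.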
Vif-A3F inh = inhibitors of Vif-A3F interaction | Potency, µM (titrated, usually from 46.1 µM), inactives show top-dose activity, negative = active | HeLa A3F-eYFP + Vif (tagged APOBEC3F with the HIV-1 protein that degrades it), YFP fluorescence increase | AID 602313 | 390,000 compounds, 0.2% hits; further: potency means the concentration at half of the fitted maximal effect; % of control where 0% means no effect; nearly all actives have a fitted effect of over 65% in size
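Fluorescence increase (Ex 488/Em 500-530) after overnight compound treatment at 37 deg C flags inhibition of Vif-driven A3F-eYFP loss in stable HeLa A3F-eYFP/Vif cells seeded overnight beforehand.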
RGS4 inh = blocks human RGS4-accelerated GTP hydrolysis; P49798; Transcreener GDP fluorescence polarization, RGS4-accelerated GTP hydrolysis; Potency, µM (highest dose often 114 µM), inactives show top-dose activity change, negative = inhibition, usual class: inhibitors; 390,000 compounds, 0.039% hits; further: potency means the concentration at half of the fitted maximal effect; on the % scale 0 is the no-effect control and ±100 the full control effect; nearly all actives have a fitted effect of over 75% in size; some results filed as inactive show a strong effect at the top dose
Target sequence (P49798 whole entry, looked up): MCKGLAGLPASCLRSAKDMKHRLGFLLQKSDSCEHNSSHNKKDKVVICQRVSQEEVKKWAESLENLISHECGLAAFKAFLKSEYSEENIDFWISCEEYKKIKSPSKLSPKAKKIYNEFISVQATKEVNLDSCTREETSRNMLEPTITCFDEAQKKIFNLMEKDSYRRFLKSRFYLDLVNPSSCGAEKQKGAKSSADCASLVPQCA
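MLSMR compounds (23 nl, pin-transferred) preincubated 10 min at room temperature with a 500nM (2x) first reagent, then RGS4 at 900nM (2x) plus Transcreener GDP mix added; fluorescence polarization (620/688 nm) read before and after 90 min at 30 °C.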
* = called active by the depositor; ? = inconclusive; / = not tested or not shown; [ ] = dose if it differs, or a comment. Unless noted, the call rests on the fitted dose curve; in most records, active means well fitted curve in the direction sought with a large enough effect; inconclusive means small, poorly fitted or top-dose-only effect, or another doubt; inactive means no such curve, though single readings can be large; an effect the other way counts as inactive or inconclusive. A portion of the library; count on the stated rates, not on these rows.

Preview:
Short forms: A = Vif-A3G inh; B = TrxR1 substrate; C = mIDH1 inhibitor; D = LDHA block; E = GRP78 ERSR act; F = TrxR1 inh; G = USP1-UAF1 inh; H = Vif-A3F inh; I = RGS4 inh
Cc1c(C(=O)Nc2ccc3c(c2)OCCO3)cnn1C
  A: -3%	B: 7%	C: -5%	D: -4	E: -11%	F: 14%	G: -19%	H: -2%	I: -9%
CN(C)/C=C(\C#N)C(=O)c1cccnc1Oc1ccc(F)cc1F
  A: -1%	B: -3%	C: 1%	D: -2	E: -2%	F: 3%	G: -12%	H: 1%	I: 16%
Cc1cc(OCC(O)CN2CCc3ccccc3C2)ccc1Cl (stereo not drawn)
  A: -10%	B: 1%	C: 0%	D: 0	E: -5%	F: 19%	G: -23%	H: -7%	I: -5%
Cc1ncoc1C(=O)N1CCc2c([nH]c3ccccc23)C1c1ccccc1F (stereo not drawn)
  A: -6%	B: -6%	C: -2%	D: -5	E: 2%	F: 18%[57.1 µM]	G: -14%	H: -3%	I: -6%

Results, previewed entries included:
Short forms: A = Vif-A3G inh; B = TrxR1 substrate; C = mIDH1 inhibitor; D = LDHA block; E = GRP78 ERSR act; F = TrxR1 inh; G = USP1-UAF1 inh; H = Vif-A3F inh; I = RGS4 inh
Cc1c(C(=O)Nc2ccc3c(c2)OCCO3)cnn1C
  A: -3%	B: 7%	C: -5%	D: -4	E: -11%	F: 14%	G: -19%	H: -2%	I: -9%
CN(C)/C=C(\C#N)C(=O)c1cccnc1Oc1ccc(F)cc1F
  A: -1%	B: -3%	C: 1%	D: -2	E: -2%	F: 3%	G: -12%	H: 1%	I: 16%
Cc1cc(OCC(O)CN2CCc3ccccc3C2)ccc1Cl (stereo not drawn)
  A: -10%	B: 1%	C: 0%	D: 0	E: -5%	F: 19%	G: -23%	H: -7%	I: -5%
Cc1ncoc1C(=O)N1CCc2c([nH]c3ccccc23)C1c1ccccc1F (stereo not drawn)
  A: -6%	B: -6%	C: -2%	D: -5	E: 2%	F: 18%[57.1 µM]	G: -14%	H: -3%	I: -6%
O=C(c1cccc(COCC(F)(F)C(F)F)c1)N1CCN(c2ccccc2)CC1
  A: -6%	B: 0%	C: 6%	D: 4	E: 0%	F: 13%	G: -6%	H: 7%	I: 18%
COc1ccc(-c2cc(C(=O)Oc3ccc(C)cc3)c3ccccc3n2)cc1
  A: 0%	B: 136%[activator]	C: 0%	D: -1	E: 0%	F: 122%[activator]	G: ?	H: -3%	I: 0%
NC(=O)c1c(NC(=O)c2ccc(F)cc2)sc2c1CCC2
  A: -11%	B: 6%	C: -4%	D: -3	E: 0%	F: ?	G: -26%	H: ?	I: -10%
Cn1c(C(=O)N2CCOCC2)cc2c(=O)n3ccccc3nc21
  A: 2%	B: 910%[activator]	C: -10%	D: -1	E: -5%	F: 107%[activator]	G: -8%	H: -18%	I: -2%
O=C(c1ccccc1F)c1cc2c(cc1[N+](=O)[O-])OCCO2
  A: -2%	B: 1%	C: -5%	D: 6	E: 3%	F: 14%	G: -17%	H: 3%	I: 8%[11.4 µM]
Cc1ccc(NC(=O)C2CCCN2C(=O)OCc2ccccc2)c(C)c1 (stereo not drawn)
  A: 1%	B: 2%	C: -10%	D: -7	E: 1%	F: 18%	G: -7%	H: 0%	I: 37%
COc1ccc(OCC(O)CN2CCCCC2)cc1 (stereo not drawn)
  A: 1%	B: 7%[57.1 µM]	C: -4%	D: -1	E: -3%	F: 21%	G: -24%	H: 5%	I: -8%
CC(=O)Nc1ccc(NC(=O)CC2SC(=O)N(CC(=O)c3ccccc3)C2=O)cc1 (stereo not drawn)
  A: 0%	B: 4%	C: 4%	D: -9	E: 2%	F: -13%	G: -17%	H: -22%	I: -13%
CC1CC(=O)NN=C1c1cccs1 (stereo not drawn)
  A: 3%	B: 2%	C: 3%	D: -11	E: 2%	F: 22%	G: -9%	H: -16%	I: 20%
Cc1cccc(NC(=O)C(=O)NCC(c2cccnc2)N2CCc3ccccc32)c1C (stereo not drawn)
  A: 6%	B: -15%	C: -15%	D: 0	E: -2%	F: -15%	G: 12%	H: 0%	I: 40%
Cc1ccccc1N1C(=O)c2cccc3c(N(C)CCO)ccc(c23)C1=O
  A: 7%	B: 6%	C: 3%	D: 5	E: 4%	F: -19%	G: ?	H: 13µM*	I: 13%
N#Cc1ccccc1N/C=C/C(=O)c1ccc(Cl)cc1
  A: -14%	B: 5%[11.4 µM]	C: -1%	D: -12	E: -12%	F: 8%[11.4 µM]	G: -17%	H: 6%	I: -35%
C/C(=N\NC(=S)NC1CCCCC1)c1cccc(Br)c1
  A: -3%	B: -10%	C: 2%	D: -2	E: -3%	F: -11%	G: -20%	H: 0%	I: -9%
O=C(NC(=S)Nc1ccc(Cl)c(C(=O)O)c1)c1ccc(OCc2ccccc2)cc1
  A: 0%	B: -2%	C: 2%	D: 0	E: 6%	F: -52%	G: -23%	H: 8%	I: ?
O=C(COc1ccccc1)N1CCN=C1SCc1ccccc1
  A: -4%	B: 5%[57.1 µM]	C: 1%	D: -5	E: -3%	F: 28%[57.1 µM]	G: -14%	H: -2%	I: 4%
Cc1ccc(-n2nc3c(=O)n(CC(=O)NCCc4ccco4)nc(C)c3c2C)cc1
  A: 0%	B: -8%[57.1 µM]	C: 7%	D: 1	E: -4%	F: 15%[57.1 µM]	G: -13%	H: 7%	I: -37%[56.9 µM]
COc1ccc(S(=O)(=O)N(C)C(C)CCc2ccco2)cc1 (stereo not drawn)
  A: 2%	B: 0%	C: 0%	D: -2	E: -1%	F: -15%	G: -19%	H: 9%	I: -37%
CC(NC(=O)C(=O)Nc1nccs1)c1ccccc1 (stereo not drawn)
  A: 0%	B: -19%[57.1 µM]	C: 4%	D: 1	E: -2%	F: 17%[57.1 µM]	G: -15%	H: 0%	I: -14%
CCCCC(=O)NC(c1ccc(OC)c(OC)c1)c1ccc2cccnc2c1O (stereo not drawn)
  A: -10%	B: -14%	C: ?	D: -1	E: -2%	F: -24%	G: -21%	H: -18%	I: 4%
Cc1ccc(C#CC[N+](C)(C)CC#Cc2ccccc2)cc1
  A: 0%	B: -7%	C: 18%	D: 0	E: -8%	F: -73%	G: 1%	H: 2%	I: 15%
Cc1ccnc(NC(=O)C2CCCN(S(=O)(=O)c3cnc[nH]3)C2)c1 (stereo not drawn)
  A: 6%	B: -5%	C: 5%	D: -5	E: -3%	F: 4%	G: -14%	H: -8%	I: 4%
COc1ccccc1NC(=O)C1=C(C)NC(=O)NC1c1ccco1 (stereo not drawn)
  A: -1%	B: -4%	C: -2%	D: -5	E: -1%	F: 11%	G: -10%	H: 0%	I: 9%
COC(=O)c1ccc(OC(=O)C2CC(=O)N(c3cccc(C)c3)C2)cc1 (stereo not drawn)
  A: 0%	B: 6%[57.1 µM]	C: -1%	D: 3	E: -2%	F: ?	G: -6%	H: 0%	I: 7%
COCCCNC(=O)CCn1c(=O)c2ccccc2n(CC(=O)Nc2cc(Cl)ccc2C)c1=O
  A: 1%	B: 10%[57.1 µM]	C: -5%	D: -11	E: -7%	F: 19%[57.1 µM]	G: -3%	H: -25%	I: -18%
COc1ccc2nc(-c3ccccc3)cc(C(=O)OCC(=O)NC3CC3)c2c1
  A: -1%	B: 29%	C: -2%	D: -3	E: -2%	F: 21%	G: -19%	H: 8%	I: 15%
COc1cc(C2Nc3cccc4cccc(c34)N2)cc(OC)c1OC(C)=O
  A: -1%	B: -11%	C: 9%	D: 20	E: -5%	F: 35µM*	G: ?	H: 3%	I: ?
O=C(Cc1cccs1)N/N=C/c1ccc(OCc2ccccc2)cc1
  A: -2%	B: 8%[57.1 µM]	C: 2%	D: -7	E: 0%	F: 8%[57.1 µM]	G: -20%	H: -19%	I: 13%
O=C(COC(=O)c1ccccn1)Nc1c(Cl)cccc1Cl
  A: 2%	B: 6%	C: 6%	D: -2	E: -5%	F: 13%	G: -16%	H: /	I: -9%
COc1ccc(NS(=O)(=O)c2ccc3c(c2)NC(=O)CCS3)c(OC)c1
  A: 1%	B: 1%	C: 5%	D: -3	E: -1%	F: -1%	G: -17%	H: 2%	I: -3%
COC/C=C/C1=CC(=O)C[C@H](c2ccc3c(c2)OCO3)C1
  A: ?	B: -6%	C: -2%	D: 1	E: -5%	F: -16%	G: -6%	H: 2%	I: -8%
CC1CCN(S(=O)(=O)c2cccc(-c3cn4cc(Cl)ccc4n3)c2)CC1
  A: 5%	B: 40%[activator]	C: 6%	D: -2	E: 3%	F: 7%	G: -19%	H: -5%	I: -20%
COc1ccc(CN2CCN(C(=O)CCC(=O)Nc3nnc(C(C)C)s3)CC2)cc1F
  A: 4%	B: -14%	C: -6%	D: -6	E: 3%	F: ?	G: -13%	H: -8%	I: 19%[11.4 µM]
CC(C)Cn1c(=O)c(-[n+]2ccccc2)c([O-])c2ccccc21
  A: 1%	B: -11%	C: 0%	D: -15	E: -4%	F: -7%	G: -5%	H: -5%	I: 5%
N#Cc1ccc(Sc2ccccn2)c([N+](=O)[O-])c1
  A: 0%	B: 7%[57.1 µM]	C: 6%	D: -4	E: -1%	F: 4%[57.1 µM]	G: -11%	H: 8%	I: -30%

Screening results deposited in PubChem BioAssay by National Center for Advancing Translational Sciences (NCATS).
